# TRPC4 block: TRPC4 (mouse) channel inhibition; Q9QUQ5; HEK293 TRPC4beta/mu-opioid, DAMGO-evoked Fluo4 calcium flux; active compounds read low; B-score at 10 µM; 300,000 compounds, 0.39% hits;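 active means B-score over 3 SD under the library average, no early fluorescence shift, positive overall ratio signal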
#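 Material: HEK293 cells with stable TRPC4beta plus mu-opioid receptor expression / Probe or stimulus: DAMGO in two steps, submaximal then maximal / Compound: single concentration per test compound / Technique: kinetic Fluo4 fluorescence imaging of calcium influx / Read-out: per-well B score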
# TMEM16A act: activators or potentiators of mouse TMEM16A chloride channel. AID 623877. Q8BHY3. B-score at 10 µM. HEK293 TMEM16A/YFP-H148Q/I152L, iodide quench fluorescence; active compounds read low. 340,000 compounds, 0.3% hits;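 active means fluorescence-ratio B-score plate-corrected deviation score at least 3 library SD below zero, with starting fluorescence score within 5 deviations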;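 further: channel opened by trigger with iodide after compound preincubation; score built on the fluorescence ratio of max minus min over baseline; more negative score means more quench and so TMEM16A activation or potentiation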
# MrgX1 antagonist: antagonists of human MrgX1 receptor; Q96LB2; MRGX1-HEK293 calcium flux, Fluo-4, BAM8-22 antagonism; active compounds read low; B-score at 10 µM; 310,000 compounds, 1.3% hits;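 active means calcium-response B-score plate-corrected more than 3 library SD below zero, starting fluorescence within 5 deviations, no agonist response on first addition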;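 further: peak minus trough fluorescence over baseline after final BAM8-22 challenge near maximal dose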
# Target sequence (Q96LB2 whole entry, looked up): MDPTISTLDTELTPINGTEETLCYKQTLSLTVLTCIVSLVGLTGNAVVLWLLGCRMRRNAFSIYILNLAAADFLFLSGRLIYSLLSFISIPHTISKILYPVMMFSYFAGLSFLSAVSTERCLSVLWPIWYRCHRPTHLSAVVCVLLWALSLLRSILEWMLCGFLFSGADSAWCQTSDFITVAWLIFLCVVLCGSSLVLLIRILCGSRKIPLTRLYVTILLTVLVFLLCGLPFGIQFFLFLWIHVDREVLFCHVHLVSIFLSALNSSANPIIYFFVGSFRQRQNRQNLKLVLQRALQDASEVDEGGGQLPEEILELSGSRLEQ
# MrgX1 allo act: allosterically activates human MrgX1 receptor signaling. 310,000 compounds, 0.63% hits. MrgX1-HEK293, Fluo-4 calcium flux, FDSS; active compounds read high. Q96LB2. B-score at 10 µM;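 active means plate-corrected calcium response at least 3 library SD above typical, normal starting fluorescence, not activating the receptor alone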;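 further: compound read alongside a low EC10 to EC30 dose of BAM8-22 agonist; peak minus trough fluorescence over baseline measured at the second addition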
# TRPC6 inh: mouse TRPC6 channel inhibition; Q61143; HEK293-TRPC6, membrane potential dye, ACh-evoked depolarization; active compounds read low; B-score at 10 µM; 310,000 compounds, 1.1% hits; AID 2553;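 active means B-score under library mean minus 3 SD, initial fluorescence not abnormally high, positive integrated signal ratio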;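 further: B-score derived from integrated fluorescence ratio over the kinetic read; more negative B-score means stronger inhibition of depolarization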
# TRPC6 act: activates the mouse TRPC6 cation channel; HEK293-TRPC6 membrane potential dye fluorescence; active compounds read high; B-score at 10 µM; 310,000 compounds, 0.13% hits;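 active means B-score of the integrated fluorescence ratio above library mean plus 3 SD, and starting fluorescence ratio within library mean plus 5 SD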;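 further: higher score means more depolarization so channel activation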
# TRPC4 PAM: allosteric potentiators of mouse TRPC4 channel | HEK293 TRPC4beta/mu-opioid, DAMGO EC20, Fluo-4 Ca2+ flux; active compounds read high | B-score at 10 µM | 310,000 compounds, 0.42% hits;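 active means B-score of calcium response area above 5 SD of library B-scores, with initial fluorescence ratio within 5 SD of library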;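 further: B-score of integrated fluorescence ratio over time as area under calcium response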
# TRPC4 agonist: activators of mouse TRPC4 channel; HEK293 TRPC4beta/mu-opioid, Fluo4 calcium fluorescence; active compounds read high; B-score at 10 µM; 310,000 compounds, 0.49% hits; Q9QUQ5;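 active means B-score above 5 SD of library B-scores, and initial fluorescence ratio not above library mean plus 5 SD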;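 further: positive B-score marks a calcium rise read as TRPC4 activation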
#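 Material: TRPC4beta and mu-opioid receptor HEK293 stable cells | Incubation: 45 min room-temperature Fluo4 loading, 110 s read | Detection: Kinetic Fluo4 calcium fluorescence | Measure: Integrated baseline-normalised fluorescence ratio, converted to per-well B score | Benchmarks: Low control buffer alone, high control maximal DAMGO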
# ANO1 block: inhibitors of mouse TMEM16A calcium-activated chloride channel | 310,000 compounds, 1.2% hits | HEK293 TMEM16A/YFP iodide influx fluorescence, ionomycin | normalized B-score (activity score, 25-100; higher = stronger inhibition) at 10 µM | Q8BHY3;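 active means ratio plate-corrected score three or more library SD toward inhibition, starting fluorescence score within five deviations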;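 further: score derived from kinetic fluorescence span divided by baseline fluorescence per well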
# MrgX1 agonist: agonists of human MrgX1 receptor; 310,000 compounds, 0.44% hits; MrgX1-HEK293 cells, Fluo-4 calcium fluorescence, agonist mode; active compounds read high; B-score at 10 µM;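 active means calcium response B-score plate-corrected fluorescence ratio at least 3 library SD, with starting fluorescence B-score inside 5 SD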
#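 Test system: HEK293 cells stably expressing human MrgX1 receptor; amount: 15,000 cells per well; doses: compound delivered in addition one of three; times: overnight plating before 1 h dye loading; detection: Fluo-4 NW calcium-flux fluorescence, kinetic read; read-out basis: B-scored fluorescence response ratio; controls: positive and negative controls per plate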
# SKKanGAS inh: inhibitors of SKKanGAS S. pyogenes growth in kanamycin (SK-promoter or general growth effect); BacTiter-Glo, 6 h; inhibition, % at 7.5 µM; AID 1662; 300,000 compounds, 1.3% hits;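 active means mean replicate score, as percent of positive control median, at least 50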;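 further: strain carries kanamycin resistance gene driven by streptokinase promoter and grows in 40 µg/ml kanamycin; loss of luminescence reflects streptokinase promoter inhibition or plain growth inhibition; 0% = median of DMSO wells and 100% = positive control at its reference dose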
# An asterisk follows results filed as active; i = inactive; nt = no result given; & = joins results of further samples; ! = a repeat was not active.
molecule	TRPC4 block	TMEM16A act	MrgX1 antagonist	MrgX1 allo act	TRPC6 inh	TRPC6 act	TRPC4 PAM	TRPC4 agonist	ANO1 block	MrgX1 agonist	SKKanGAS inh
O=C(OCc1ccc([N+](=O)[O-])cc1)C1CC(=O)N(Cc2ccccc2Cl)C1 (stereo not given)	i	i	i	i	i	i	i	i	i	i	-7
CCOC(=O)c1ccc(NC(=O)CCn2c(=O)oc3ccccc32)cc1	i	i	i	i	i	i	i	i	i	i	-1
CCN1CCCc2cc(CN(CCN3CCOCC3)C(=S)Nc3ccccc3C)ccc21	i	i	i	i	i	i	i	i	i	i	-7
COc1ccc(NC2CCCCC2NS(=O)(=O)c2ccc(C)cc2)cc1 (stereo not given)	i	i	i	i	i	i	i	i	i	i	3
COc1cccc(-c2nnc(SCC(N)=O)n2-c2ccc(Cl)cc2)c1	i	i	i	i	i	i	i	i	i	i	-3
Cc1cccc(C(=O)NCC(=O)Nc2ccncc2)c1	i	i	i	i	i	i	i	i	i	i	8
Cc1ccc(N=C2NC(=O)c3cccc([N+](=O)[O-])c32)cc1	i	i	i	i	i	i	i	i	i	i	6
O=C(N1CCCCC1)N1CCN(C(=O)N(c2ccccc2)c2ccccc2)CC1	i	i	i	i	i	i	i	i	i	i	-3
O=C1C2=C(c3ccccc31)[N+](=O)C1CCCCC1N2[O-] (stereo not given)	i	i	i	i	i	i	i	i	i	i	5
CCCC(=O)Nc1ccc(C(=O)NCCc2ccc(F)cc2)cc1	i	i	i	i	i	i	i	i	i	i	5
COC(=O)C1=C(C)NC2=C(C(=O)CC(c3cccs3)C2)C1c1ccsc1 (stereo not given)	i	i	i	i	i	i	i	i	i	i	1
COc1ccc(C(=O)NCc2ccco2)cc1S(=O)(=O)N1CCOCC1	i	i	i	i	i	i	i	i	i	i	1
CS(=O)(=O)Nc1ccc(C(=O)NCCSCc2ccccc2)cc1	i	i	i	i	i	i	i	i	i	i	-6
O=C(CCC(=O)N1CCN(c2ccccc2)CC1)Nc1nnc(C2CCCCC2)s1	i	i	i	i	i	i	i	i	i	i	-5
Cc1c(Br)c(-c2n[nH]c(=S)n2Cc2ccco2)nn1C	i	i	i	i	i	i	i	i	i	i	7

# (listing goes on)
molecule	TRPC4 block	TMEM16A act	MrgX1 antagonist	MrgX1 allo act	TRPC6 inh	TRPC6 act	TRPC4 PAM	TRPC4 agonist	ANO1 block	MrgX1 agonist	SKKanGAS inh
CC1CCCCN1Cc1ccc(-c2nnn(CC(=O)NC3CCCCC3)n2)cc1 (stereo not given)	i	i	i	i	i	i	i	i	i	i	-3
FC(F)Oc1ccc(NC(=S)NNc2ccnc3cc(Cl)ccc23)cc1	i	i	i	i	i	i	i	i	i	i	1
COc1ccccc1CNC(=O)COC(=O)c1ccc(Cl)c(N)c1	i	i	i	i	i	i	i	i	i	i	10
Cc1cnc2c(c1)C(=O)c1ccccc1-2	i	i	i	i	i	i	i	i	i	i	0
O=C(COc1ccc2c(c1)OCO2)Nc1ccccc1F	i	i	i	i	i	i	i	i	i	i	1
COc1ccc(CNC(=S)Nc2ccccc2)cc1	i	i	i	i	i	i	i	i	i	i	-7
Cc1cc(C)c(OCC(=O)OCC(=O)N2CCCc3ccccc32)c(C)c1	i	i	i	i	i	i	i	i	i	i	-2
CCCCn1c(C(C)NC(=O)c2cccs2)nc2ccccc21 (stereo not given)	i	i	i	i	i	i	i	i	i	i	-4
CN(c1ccccc1)S(=O)(=O)c1cccc(NC(=O)CSc2nncn2C)c1	i	i	i	i	i	i	i	i	i	i	-1
CC(=O)Nc1ccc(C(=O)NNC(=O)c2ccc(Cl)cc2Cl)cc1	i	i	i	i	i	i	i	i	i	i	-3
O=C(Cc1ccccc1)NCc1nc2ccccc2[nH]1	i	i	i	i	i	i	i	i	i	i	1
Cn1nnnc1SCC(=O)N1CCN(S(=O)(=O)c2ccccc2)CC1	i	i	i	i	i	i	i	i	i	i	-6
S=C(Nc1ccc(Cl)cc1)NC1CCCCC1	i	i	i	i	i	i	i	i	i	i	-14
CSc1ccc(N=Nc2c(C)[nH]n(C)c2=O)cc1	i	i	i	i	i	i	i	i	i	i	17
COCCN(CC(=O)Nc1ccc(F)cc1)S(=O)(=O)c1ccc(S(=O)(=O)N2CCCC2)cc1	i	i	i	i	i	i	i	i	i	i	-1

# Going on with the list.
molecule	TRPC4 block	TMEM16A act	MrgX1 antagonist	MrgX1 allo act	TRPC6 inh	TRPC6 act	TRPC4 PAM	TRPC4 agonist	ANO1 block	MrgX1 agonist	SKKanGAS inh
C=CCOc1ccc(/C=C2\SC(N3CCCCC3)=NC2=O)cc1	i	i	i	i	i	i	i	i	i	i	2
CCc1c(C)nc(SC)n(CC#N)c1=O	i	i	i	i	i	i	i	i	i	i	-3
COc1ccc(NC(=O)N2CCn3c2nc2ccccc23)cc1	i	i	i	i	i	i	i	i	i	i	3
Cc1cc(/C=C2\SC(=S)NC2=O)c(C)n1-c1cccc(O)c1	i	i	i	i	i	14*	i	i	i	i	82*
O=C(N/N=C/c1cccc2nccnc12)c1ccncc1	i	i	i	i	i	i	i	i	i	i	-2
CNC(=O)CCC(=O)Nc1ccc(C)cc1	i	i	i	i	i	i	i	i	i	i	-14
Cc1ccc(-c2noc(CSc3nnc(-c4ccncc4)n3-c3ccc(C)cc3)n2)cc1	i	i	i	i	i	i	i	i	i	i	-16
CC(C)n1c(SCC(=O)Nc2ccc3c(c2)OCO3)nc2c1c(=O)n(C)c(=O)n2C	i	i	i	i	i	i	i	i	i	i	-3
O=C(O)Cn1c(O)c(C=Nc2ccccc2)sc1=S	i	i	i	i	-12*!	i	i	i	i	i	-1&2
CC(C)(C)n1nc2c(c1NC(=O)c1ccc(F)c(F)c1)CS(=O)(=O)C2	i	i	i	i	i	i	i	i	i	i	-3
COc1ccc(C(=O)N/C(=C\c2ccco2)C(=O)NCc2cccnc2)cc1	i	i	i	i	i	i	i	i	i	i	1
O=C1c2cccnc2C(Nc2ccc(Br)cc2)N1Cc1cccs1 (stereo not given)	i	i	i	i	i	i	i	i	i	i	-8
COc1cc(OC)cc(C(=O)NCC(=O)NC(C)c2ccccc2)c1 (stereo not given)	i	i	i	i	i	i	i	i	i	i	-2
O=C(NCC(=O)N1CCCC1)c1ccc(Br)o1	i	i	i	i	i	i	i	i	i	i	-2
CCCn1c(SCC(=O)Nc2sc(C)c(C)c2C#N)nnc1C(C)C	i	i	i	i	i	i	i	i	i	i	-18

# (next part)
molecule	TRPC4 block	TMEM16A act	MrgX1 antagonist	MrgX1 allo act	TRPC6 inh	TRPC6 act	TRPC4 PAM	TRPC4 agonist	ANO1 block	MrgX1 agonist	SKKanGAS inh
CC(=O)Nc1ccc(NC(=O)CN(c2ccccc2Cl)S(C)(=O)=O)cc1	i	i	i	i	i	i	i	i	i	i	-22
O=C(CN1C(=O)C2CC=CCC2C1=O)Nc1ccc(S(=O)(=O)N2CCOCC2)cc1 (stereo not given)	i	i	i	i	i	i	i	i	i	i	5
CC(C)C[C@@H](CN=[N+]=[N-])N1CCN(C)CCC1=O	i	i	i	i	i	i	i	i	i	i	9
O=C1CCCC(c2ccccc2)N1 (stereo not given)	i	i	i	i	i	i	i	i	i	i	4
CC(C)C(=O)N(Cc1ccc(F)cc1)Cc1nc2ccccc2c(=O)[nH]1	i	i	i	i	i	i	i	i	i	i	-2
O=C(O)c1sccc1Oc1ccc(NS(=O)(=O)c2ccccc2)cc1	i	i	i	i	i	i	i	i	i	i	0
CCOC(=O)CSc1n[nH]c(NC(C)=O)n1	i	i	i	i	i	i	i	i	i	i	0
CC(=O)N(C)Cc1ccc(C(=O)CCl)cc1	i	i	i	i	i	i	i	i	i	i	-2
Cc1cc(C)n2c(Nc3ccc4c(c3)OCCO4)c(-c3ccccc3)nc2n1	i	i	i	i	i	i	i	i	i	i	12
CCOc1ccc(N(CC(=O)N/N=C/c2cc(Br)c(C)o2)S(C)(=O)=O)cc1	i	i	i	i	i	i	i	i	i	i	-5
Cc1ccc(-n2c(C)cc(C=C(C#N)C#N)c2C)cc1	i	nt	i	i	i	i	i	i	i	i	4
COc1ccc(NC(=O)c2ccccc2C(=O)N2CCCCC2)cc1	i	i	i	i	i	i	i	i	i	i	2
COc1ccc(-c2ccc(-c3nc4ccc(C)cn4c3NC3CCCCC3)cc2OC)cc1	i	i	i	i	i	i	i	i	i	i	40
Cc1cc(=O)[nH]c2c1c(=O)[nH]n2C1CC(C)N(C)CC1C (stereo not given)	i	i	i	i	i	i	i	i	i	i	3
COc1cc(/C=N/Nc2nc3ccccc3[nH]2)cc(Br)c1OCC(=O)N(C)C	i	i	i	i	i	i	i	i	i	i	-2

# Going on with the list:
molecule	TRPC4 block	TMEM16A act	MrgX1 antagonist	MrgX1 allo act	TRPC6 inh	TRPC6 act	TRPC4 PAM	TRPC4 agonist	ANO1 block	MrgX1 agonist	SKKanGAS inh
CCNS(=O)(=O)c1ccc(CCC(=O)N2CCOCC2)cc1	i	i	i	i	i	i	i	i	i	i	-3
Nc1cc(N)nc(SCc2cc(=O)oc3cc4c(cc23)CCC4)n1	i	i	i	i	i	i	i	i	i	i	-1
COc1ccc(S(=O)(=O)N(CC(=O)N2CCOCC2)Cc2ccccc2)cc1C	i	i	i	i	i	i	i	i	i	i	-2
C/C(CC(=O)Nc1ccc(Cl)c(C(F)(F)F)c1)=N\NC(=O)c1ccccc1O	i	i	i	i	i	i	i	i	i	i	104*
COc1ccc(C(=O)Nc2sc3c(c2C#N)CCN(C(C)=O)C3)cc1	i	i	i	i	i	i	i	i	i	i	9
O=C(CSC1=NS(=O)(=O)c2ccccc2N1)Nc1ccc(F)cc1	i	i	i	i	i	i	i	i	i	i	4
CC(C)=C1SC(N2CCN(c3ccc(C)c(Cl)c3)CC2)=NC1=O	i	i	i	i	i	i	i	i	i	i	-5
Cc1ccc(/C=C2\SC(=S)N(CCCC(=O)N3CCOCC3)C2=O)cc1	i	i	i	i	i	i	i	i	i	i	0

# High-throughput results deposited in PubChem BioAssay by several laboratories.
